From PubChem
GLS inh = qHTS for Inhibitors of Glutaminase (GLS) | GLS enzymatic activity, qHTS titration | AID 624170, 2012 | Potency, µM (doses to about 45.5 µM), inactives show at the top dose activity change, negative = inhibition, usual class: inhibitors | 410,000 compounds, 0.21% hits; also: potency is read from the fitted curve at half-maximal effect; % is scaled to controls: 0 for no effect and ±100 for the full control effect
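Assay buffer: 45 mM KH2PO4 pH 8.2, 0.02% Tween-20. hKGA acts on L-glutamine (1 mM solution added); product glutamate is reported by an oxidase/peroxidase Amplex Red coupling, with fluorescence taken at baseline and 30 min.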
PI4K2A inh = qHTS for small molecular inhibitors of PI4K2A. purified PI4K2A, ADP-Glo luminescence, 1 h; stronger effect = lower value. activity change, negative = inhibition, % at 76.9 µM. 420,000 compounds, 0.13% hits; in the data active = activity change below about -50%; inconclusive = mostly about -30% to -49%;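 also: -100% = wells without enzyme as full effect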
Target sequence (Q9BTU6 whole entry, looked up): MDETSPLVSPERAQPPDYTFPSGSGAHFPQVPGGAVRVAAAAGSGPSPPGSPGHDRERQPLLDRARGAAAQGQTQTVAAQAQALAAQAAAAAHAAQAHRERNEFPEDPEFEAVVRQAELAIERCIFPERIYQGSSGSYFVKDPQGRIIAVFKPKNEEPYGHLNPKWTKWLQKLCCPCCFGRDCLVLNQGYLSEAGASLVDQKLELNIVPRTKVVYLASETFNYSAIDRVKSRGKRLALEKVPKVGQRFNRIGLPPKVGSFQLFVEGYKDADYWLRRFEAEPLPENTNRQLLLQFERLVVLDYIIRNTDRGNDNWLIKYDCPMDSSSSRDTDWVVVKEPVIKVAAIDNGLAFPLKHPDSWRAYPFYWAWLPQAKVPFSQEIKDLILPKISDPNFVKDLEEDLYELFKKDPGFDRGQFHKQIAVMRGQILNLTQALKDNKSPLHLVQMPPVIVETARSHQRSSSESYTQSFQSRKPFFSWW
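Compounds are screened against recombinant PI4K2A using PI as substrate and ATP, the latter dispensed at 300 microM. Reactions run one hour at ambient temperature before ADP-Glo detection; full inhibition defined by wells lacking enzyme.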
JMJD2A Tudor = qHTS Assay for Inhibitors of JMJD2A-Tudor Domain | Lysine-specific demethylase 4A (Homo sapiens), O75164 | AlphaScreen JMJD2A-Tudor / H3K4me3 peptide binding | Potency, µM (titrated, usually from 114 µM), inactives show at the top dose activity change, negative = inhibition, most hits filed as inhibitors | 390,000 compounds, 4.4% hits; also: potency is read from the fitted curve at half-maximal effect; % is scaled to controls: 0 for no effect and ±100 for the full control effect; nearly all actives have a fitted effect of over 50% in size
Pol eta inh = qHTS for Inhibitors of Polymerase Eta | Potency, µM (series often up to 114 µM), for inactives: top-dose activity change, negative = inhibition, usual class: inhibitors | AID 588591, 2011 | recombinant Pol eta, fluorescent DNA replication assay | 390,000 compounds, 1.2% hits; also: potency is read from the fitted curve at half-maximal effect; % is scaled to controls: 0 for no effect and ±100 for the full control effect
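Pol eta at 10 nM preincubated with compounds 15 min at room temperature; reaction started with fluorescent substrate (50 nM final) and read kinetically at 0 and 10 min.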
PGK inhibitor = qHTS Assay to Find Inhibitors of Phosphoglycerate Kinase; PGK/GAPDH coupled, Kinase-Glo luminescence, 60 min; Phosphoglycerate kinase, glycosomal (Trypanosoma brucei brucei), P07378; Potency, µM (top dose mostly 57.5 µM), for inactives: at the top dose activity change, negative = inhibition, usual class: inhibitors; 380,000 compounds, 0.043% hits; also: potency is read from the fitted curve at half-maximal effect; % is scaled to controls: 0 for no effect and ±100 for the full control effect; nearly all actives have a fitted effect of over 60% in size
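Recombinant glycosomal PGK reaction used 1,3-bisphosphoglycerate generated in-well by GAPDH (100nM final) in 100mM TEA pH 7.6, 5mM MgCl2, 0.01% Tween-20. After 60 minutes at room temperature, ATP was read by Kinase-Glo Plus luminescence end-point.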
HP1b chromo inh = HTS for Inhibitors of HP1-beta Chromodomain Interactions with Methylated Histone Tails; AlphaScreen HP1-beta / biotin-H3K9me3 peptide binding; Potency, µM (series often up to 114 µM), without a hit: at the highest dose activity change, negative = inhibition, most hits filed as inhibitors; 390,000 compounds, 0.56% hits; AID 540317, 2011; also: potency is read from the fitted curve at half-maximal effect; nearly all actives have a fitted effect of over 70% in size; inactives centre near 23
Target sequence (P83916 whole entry, looked up): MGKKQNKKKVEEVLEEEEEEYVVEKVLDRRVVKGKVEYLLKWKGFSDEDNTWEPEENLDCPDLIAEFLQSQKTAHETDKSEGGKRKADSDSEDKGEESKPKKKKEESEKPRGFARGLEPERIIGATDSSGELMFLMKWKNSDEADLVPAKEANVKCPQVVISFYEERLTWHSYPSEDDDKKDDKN
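HP1-beta protein (50 nM final) preincubated 30 min at room temperature with biotinylated H3(1-18)K9me3 peptide (50 nM) in PBS pH 7.4, 0.01% Tween-20, then compound added for 30 min. AlphaScreen streptavidin donor/nickel chelate acceptor beads (10 ug/mL final), 30 min dark, luminescence read.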
BAZ2B block = qHTS Assay for Inhibitors of BAZ2B; Bromodomain adjacent to zinc finger domain protein 2B (Homo sapiens), Q9UIF8; AlphaScreen BAZ2B-H3K14Ac peptide displacement; Potency, µM (doses to about 114 µM), without a hit: top-dose activity change, negative = inhibition, hits mostly inhibitors; 360,000 compounds, 4.4% hits; also: potency is read from the fitted curve at half-maximal effect; % is scaled to controls: 0 for no effect and ±100 for the full control effect; nearly all actives have a fitted effect of over 60% in size
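Inhibition is scored as reduced AlphaScreen emission. The BAZ2B/b-H3(5-23)K14Ac complex (50 nM each) in PBS pH 7.4, 0.01% Tween-20 meets compound (up to 110 uM) for 30 min at RT before bead addition.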
G9a inh = qHTS Assay for Inhibitors of Histone Lysine Methyltransferase G9a; Histone-lysine N-methyltransferase EHMT2 (Homo sapiens), Q96KQ7; G9a H3K9 monomethylation, AlphaScreen, 2 h; Potency, µM (highest dose often 102 µM), inactives show at the highest dose activity, negative = inhibition, hits mostly inhibitors; 350,000 compounds, 8.8% hits; also: potency is read from the fitted curve at half-maximal effect; % is scaled to controls: 0 for no effect and ±100 for the full control effect; nearly all actives have a fitted effect of over 75% in size
Target sequence (Q96KQ7 913-1193 limits assumed): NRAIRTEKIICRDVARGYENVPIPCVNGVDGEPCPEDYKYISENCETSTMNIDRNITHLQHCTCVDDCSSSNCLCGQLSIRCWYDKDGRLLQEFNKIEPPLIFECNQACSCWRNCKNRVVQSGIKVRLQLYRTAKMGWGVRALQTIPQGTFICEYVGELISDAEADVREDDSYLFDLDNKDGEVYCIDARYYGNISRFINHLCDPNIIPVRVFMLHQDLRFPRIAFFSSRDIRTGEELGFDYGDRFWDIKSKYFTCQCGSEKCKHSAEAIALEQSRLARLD
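Using a bead-based AlphaScreen, monomethylated H3K9 product from 2 h room-temperature reactions (G9a 20 nM, peptide 500 nM, SAM 20 uM) was detected with 0.5 ug/mL rabbit anti-H3K9me1 antibody.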
Pin1 inhibitor = qHTS Assay to Find Inhibitors of Pin1 | Peptidyl-prolyl cis-trans isomerase NIMA-interacting 1 (Homo sapiens), Q13526 | Pin1 FP peptide displacement, HiFluor488, 10 min | Potency, µM (top dose mostly 115 µM), for inactives: at the highest dose activity, negative = inhibition, hits mostly inhibitors | 390,000 compounds, 0.009% hits | AID 504891, 2011; active = well fitted inhibition curve with a large enough effect in the polarisation, with a control signal flat, not every such curve was filed as active; inconclusive = small, poorly fitted or top-dose-only effect, or effect the other way, or a change in a side signal; inactive = no such curve, though single readings can be large or run the other way; the % refers to the polarisation; also: potency is read from the fitted curve at half-maximal effect; % is scaled to controls: 0 for no effect and ±100 for the full control effect
Active calls of the source: *; i = inactive; ? = inconclusive; . = no result given; [ ] = another dose, or the depositor's remark. Unless noted, calls follow the shape of the dose curve; as a rule, active = well fitted curve in the direction sought with a large enough effect; inconclusive = small, poorly fitted or top-dose-only effect, or another doubt; inactive = no such curve, though single readings can be large; an effect the other way counts as inactive or inconclusive.

SMILES	GLS inh	PI4K2A inh	JMJD2A Tudor	Pol eta inh	PGK inhibitor	HP1b chromo inh	BAZ2B block	G9a inh	Pin1 inhibitor
Cc1cccn2c(=O)cc(CSc3nnc(NC(=O)C(C)C)s3)nc12	6%	1	-8%	-7%	9%	16%[57 µM]	4%	33%[59 µM]	-2%
CNC(=O)C[C@H]1C(=O)N(c2ccc(OC)cc2)C[C@@H]1C	1%	4	.	-1%	-8%	.	.	.	.
COc1ccc(OC)c(NC(=O)CCCCCn2nnc3ccccc3c2=O)c1	-1%	1	-18%	-10%	-2%	27%	-12%	-7%	-3%
CN1CCN(NC(=O)Nc2cccc(F)c2)CC1	6%	-2	-3%	4%	-1%	33%	-10%	4%	1%
COC(=O)c1c(NC(=O)COc2ccc(Cl)cc2)sc(C)c1C	-7%	-4	1%	-6%	4%	27%	0%	-8%[59 µM]	?
CCOC(=O)c1cc(-c2ccccc2)n(CCCC(=O)Nc2ccccc2C)c1C	-6%	0	-33%	-8%	-1%	7%	-10%	-33%[59 µM]	17%
O=C(NCCc1nc2ccccc2[nH]1)/C(=C/c1ccc(F)cc1)NC(=O)c1ccco1	11%	-5	-6%	3%	2%	29%	-3%	20%	4%
Cc1cccc(Nc2nnc(SCC(=O)c3c(N)n(C4CC4)c(=O)[nH]c3=O)s2)c1	2%	-2	-4%	1%	7%	38%	15%	17%[12.7 µM]	4%
N#CCSc1ccsc1C(=O)Nc1ccc(F)cc1	-1%	-4	-8%	-7%	-6%	?	4%	7.9µM*	-1%
Cc1c(Cl)cccc1NCC(=O)Nc1ccc(Cl)cc1F	12%	-3	6%	-29%	6%	52%[activator]	20%	30%	-2%
O=C(CSc1ccc(S(=O)(=O)N2CCCCC2)cn1)Nc1ccccc1Br	-1%	6	8%	-13%	9%	64%[activator]	5%	4%[12.7 µM]	35%[activator]
O=C1C=C(c2cccc3c2Oc2ccccc2S3)C[C@@H](c2ccc(Cl)cc2)C1	0%	-1	-1%	-21%	8%	30%	4%	-5%[0.501 µM]	8%
COc1cc(/C=C/C(=O)N[C@@H](Cc2c[nH]c3ccccc23)C(=O)O)ccc1O	?	-7	-8%	-4%	0%	-16%	0%	?	3%
CCn1c(SC(C)C)nnc1-c1c[nH]c2ccccc12	-4%	2	-3%	-3%	-8%	36%	2%	?	-3%
CCN(CCCNC(=O)c1c(C)oc2ncn(CC(C)C)c(=O)c12)Cc1ccccc1	3%	3	-1%	-21%	-4%	37%	6%[57.1 µM]	-2%[59 µM]	7%
CC(C)(C)c1ccc(NC(=O)c2cc[n+]([O-])cc2)cc1	5%	0	-3%	-18%	0%	21%	0%	27%	-6%
CC(=O)NS(=O)(=O)c1ccc(NC(=O)C(Sc2ccccc2)c2ccccc2)cc1 (stereo not given)	0%	-4	-21%	-3%	-9%	36%	8%	-9%[12.7 µM]	0%
CC(C)c1ccccc1NC(=S)NN(Cc1ccccc1)c1ccccc1	5%	1	-22%	-20%	-7%	18%	-38%[57.1 µM]	3%	0%
Cc1cc(C(=O)OCC(=O)NCc2ccco2)c(C)n1-c1ccc(F)cc1	-3%	-6	?	-6%	-8%	?	?	?	6%
Cc1ccccc1C(=O)NC(=S)Nc1ccccc1[N+](=O)[O-]	3%	1	-5%	-11%	-6%	-2%	?	?	-5%
O=C(CCC1CCCC1)N1CCC(N2CCCCCC2)CC1	12%	-2	4µM*	-24%	0%	?	56µM*	?	-8%
Cc1cc(C(=O)COc2cc(F)ccc2[N+](=O)[O-])c(C)n1C1CC1	-1%	-8	?	-9%	4%	-7%	?	35µM*	1%
CCOc1cc(S(=O)(=O)N2CCOCC2)ccc1F	-1%	6	-5%	-1%	-9%	25%	-5%	-7%[59 µM]	4%
COc1ncnc2c1ncn2CCCNCc1ccccn1	-2%	-1	.	-7%	2%	.	.	.	.
CCOc1cc(CNCc2cccnc2)cc(Br)c1OCC(N)=O	124%[activator]	-2	-3%	1%	-10%	29%	-14%	-14%	-8%
Cn1c(=O)oc2cc(S(=O)(=O)N3CCCC(C(=O)N4CCc5ccccc5C4)C3)ccc21 (stereo not given)	-1%	0	-14%	-4%	i	43%[activator]	-11%	-38%	4%
CCCCN(C(=O)NC(=O)Nc1c(C)cc(C)cc1C)S(C)(=O)=O	14%	-6	-20%	-7%	3%	22%	-24%	?	-6%
COc1cc(O)c2c(c1)OC(C)(C)CC2=O	3%	-6	-36%	-3%	i	20%	2%	12%[59 µM]	1%
N/C(=N\N=C\c1ccco1)SC1CC(=O)N(c2ccccc2)C1=O (stereo not given)	1%	-2	-17%	-1%	3%	27%	-18%	45%	1%
CN(C)CCNC(=O)c1cc2c(=O)n(C)c3ccccc3c2n1C	5%	-1	-4%	-19%	1%	54%[activator]	12%	?	-2%
Cn1c(N)c(C(=O)COC(=O)CSc2ccc3ccccc3c2)c(=O)n(C)c1=O	10%	-1	-13%	0%	2%	17%	-2%	-32%[59 µM]	5%
Nc1ccc2c(c1)Cc1c(F)cccc1-2	-12%	-1	-23%	-12%	-4%	7%	.	.	-1%
O=C(CSCc1ccc([N+](=O)[O-])cc1)NC1CC1	-1%	2	-5%	-5%	-5%	31%	-4%	-1%	1%
Cc1cccc(C)c1NC(=O)CN(C)S(=O)(=O)c1ccc(-c2ccc(=O)[nH]n2)s1	-2%	-2	-11%	-4%	-7%	34%[activator]	-13%	-21%	47%[activator]
O=C(NCc1ccc(F)cc1)c1ccc[nH]1	-9%	-3	-29%	-10%	-7%	2%	-14%	7%	-5%
O=C(NCc1ccc(F)cc1)c1cccc2c1C(=O)N(Cc1cccnc1)C2	0%	-1	-13%	-7%	-8%	-6%	-3%	-27%	-7%
O=C(N/N=C/c1cc([N+](=O)[O-])ccc1O)NC12CC3CC(CC(C3)C1)C2	10µM*	0	-30%	-22%	-3%	21%	?	2%[59 µM]	-3%
CCOC(=O)C1=NNC(C(=O)O)C1c1ccccc1 (stereo not given)	13%	7	-8%	-8%	4%	14%	.	.	0%
Cc1ccc(CC2SC(=Nc3ccccc3)N(c3ccccc3)C2=O)cc1 (stereo not given)	3%	-6	-22%	-16%	-14%	51%[activator]	-4%	-7%	1%
CC1CCC(N2CC(=O)N(CCC3=CCCCC3)C(c3ccc(F)cc3)C2=O)CC1 (stereo not given)	2%	-8	8%	-11%	0%	39%	10%	8%[59 µM]	-5%
COc1cc(OC)cc(C(=O)Nc2ccc(-c3nc4ccccc4o3)c(O)c2)c1	-1%	0	-15%	-17%	-4%	37%	10%	45%[12.7 µM]	64%[activator]
CCCCCCCCNCCS(=O)(=O)NCc1ccccc1	4%	-9	3%	-25%	1%	72%[activator]	.	.	-1%
CCc1ccc(S(=O)(=O)NCc2ccc(N3CCN(C)CC3)cc2)cc1	-8%	-1	-9%	-2%	-1%	16%	1%	.	2%
CN(C)S(=O)(=O)c1ccc(C(=O)Nc2ccc(CN3CCCC3)cc2)cc1	3%	18	-8%	-9%	i	30%	-3%	.	4%
Cc1cc(C)c2c(=O)n(CC(=O)Nc3cccc(Cl)c3C)sc2n1	?	-3	2µM*	7%	10%	7.9µM*	?	0.28µM*	-3%
COc1cc(C(=O)NNC(=O)CSc2nnc3ccccn23)cc(OC)c1OC	17%	3	-12%	-9%	-8%	23%	0%	-60%[59 µM]	-8%
COc1cccc(-c2nn(-c3ccccc3)cc2C(=O)O)c1	6%	4	-2%	-15%	-7%	26%	-22%	-7%	8%
COc1cc(-c2nc3ccc4ccccc4c3c3c2CCC3)cc(OC)c1OC	-6%	3	-7%	-18%	-3%	43%	-4%	28%[12.7 µM]	0%
O=c1c(S(=O)(=O)c2ccc(Cl)cc2)cn(Cc2ccccc2)c2ccc(F)cc12	4%	4	-14%	-10%	3%	36%	3%	13%[59 µM]	10%
Cc1cccc(NC(=O)C(=O)NCC(c2ccc3c(c2)OCO3)N2CCN(c3ccccc3)CC2)c1 (stereo not given)	5%	-1	-15%	-17%	-4%	10%[57 µM]	-18%	-2%[59 µM]	4%
Continued.
SMILES	GLS inh	PI4K2A inh	JMJD2A Tudor	Pol eta inh	PGK inhibitor	HP1b chromo inh	BAZ2B block	G9a inh	Pin1 inhibitor
CN(C)CC(C)(C)CNC(C(=O)Nc1ccc(Cl)cc1C(F)(F)F)c1ccccc1 (stereo not given)	-9%	-7	-3%	-19%	-8%	36%	-14%	-13%	6%
COc1ccc(C)cc1Cn1nnc2ccccc21	13%	1	-1%	-1%	-3%	34%	4%	20%[2.33 µM]	-1%
O=C(C1CCN(S(=O)(=O)c2cccnc2)CC1)N1CCCCC1	0%	-2	-12%	12%	.	21%	11%	-3%	-8%
Cc1ccnc(NC(=O)c2sc3cc(Cl)ccc3c2Cl)c1	-11%	2	-1%	-23%	-6%	25%	-7%	13%[59 µM]	-5%

This is a subset; the hit share may differ from the screen's.
